From PubChem BioAssay
Runt-SMMHC FRET: inhibitors of human RUNX1 Runt domain binding to CBFb-SMMHC; Q01196+Q13951; Cerulean-Runt/Venus-CBFb-SMMHC FRET ratio 530/480, 1 h; inhibition, % at 20 µM; hit rate 0.74% among 220,000; AID 1434;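 active = mean inhibition across duplicate retests at 20 µM reaching about 50%, limit read from the data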;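 note: 0% = DMSO wells and 100% = wells with excess untagged CBFb-SMMHC; inhibitors lower the FRET ratio by blocking Runt binding to CBFb-SMMHC; some results filed as inactive read as strong as hits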
TRPML3 ag: agonists of human TRPML3 channel; Q8TDD5; HEK293 TRPML3-YFP, Fluo-8 calcium fluorescence; 100% = the carbachol control signal; activation, % at 3 µM; hit rate 0.29% among 220,000; AID 1448;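 active = activation above its plate's cutoff, the mean activation of the plate's test wells plus 3 SD, cut at about 12% in these data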;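 note: 0% = DMSO only wells and 100% = carbachol wells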
Target sequence (Q8TDD5 whole entry, looked up): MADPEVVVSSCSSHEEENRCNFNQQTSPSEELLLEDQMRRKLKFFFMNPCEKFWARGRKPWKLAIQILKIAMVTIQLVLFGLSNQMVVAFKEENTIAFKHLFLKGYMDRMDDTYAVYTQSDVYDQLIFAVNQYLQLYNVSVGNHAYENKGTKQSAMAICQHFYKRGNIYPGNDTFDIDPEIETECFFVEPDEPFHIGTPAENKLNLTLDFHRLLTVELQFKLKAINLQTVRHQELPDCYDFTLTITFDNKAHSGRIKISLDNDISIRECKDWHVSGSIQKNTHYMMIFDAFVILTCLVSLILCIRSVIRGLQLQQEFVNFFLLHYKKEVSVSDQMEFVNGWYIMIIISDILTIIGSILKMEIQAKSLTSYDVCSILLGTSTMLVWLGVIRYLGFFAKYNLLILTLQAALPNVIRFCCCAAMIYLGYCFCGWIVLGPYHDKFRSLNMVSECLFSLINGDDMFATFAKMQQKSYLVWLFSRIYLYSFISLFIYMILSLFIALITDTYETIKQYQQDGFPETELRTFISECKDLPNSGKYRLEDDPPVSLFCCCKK
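Material: HEK293 cells stably carrying human TRPML3-YFP; compound dosing: single dose, 3 µM final nominal compound, 0.3% DMSO final; incubation: 1-h 37 °C dye load, 5-s basal, 120-s post-compound reads; technique: Fluo-8 intracellular calcium fluorescence, excitation 470-495 nm, emission 515-575 nm; read-out basis: percent activation from peak-to-basal fluorescence ratio, scaled between DMSO and carbachol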
TRPN1 ag: agonists of zebrafish TRPN1 channel; HEK293 zebrafish TRPN1-YFP, Fluo-8 calcium fluorescence; 100% = response to 87 µM carbachol; activation, % at 3 µM; hit rate 0.18% among 220,000;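 active = activation above its plate's cutoff, the mean activation of test wells on that plate plus 3 SD, cut at about 19% in these data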;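 note: 0% = DMSO alone and 100% = 87 µM carbachol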
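Material – zebrafish TRPN1-YFP in HEK293 cells · Doses – 3 µM single point · Schedule – dye 1 h 37 °C plus 30 min RT · Signal – Fluo-8 calcium fluorescence, excitation 470-495 nm, emission 515-575 nm · Read-out – % activation versus carbachol response · Control set – carbachol high, DMSO low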
MDM2 E3 inh: Mdm2 E3 ligase (human) inhibition; Q00987; cell-based MDM2 ubiquitination luciferase reporter, 2 h; 0 = plate control, 100 = twice control, blank-subtracted; signal enhancement, % at 5 µM; hit rate 0.11% among 210,000; AID 1230;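 active = signal enhancement of 30% or more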;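 note: luminescence tracks abundance of the self-degrading MDM2-luciferase fusion protein; higher signal means inhibition of MDM2 E3 ligase activity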
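Timing – 2 h compound exposure at 37 °C · Assay system – mammalian cells stably expressing self-ubiquitinating, self-degrading MDM2 E3–luciferase fusion · Amount – 2000 cells seeded into each well · Measure – % luminescence enhancement versus blank-corrected plate control mean · Measured by – SteadyLite luminescence, 15 min reagent step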
CHOP inhibitor: CHOP inhibition in unfolded protein response | AID 2732 | inhibition, % at 10 µM | CHO-K1 CHOP-promoter luciferase, tunicamycin-induced, 15-18 h | hit rate 3.8% among 220,000;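 active = compounds that reduced the stress-induced luciferase reporter signal by more than about 70% of percent inhibition, limit read from the data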;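 note: 0% = tunicamycin plus vehicle and 100% = wells without tunicamycin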
PPC-1+TRAIL kill: kills PPC-1 cancer cells in the presence of TRAIL | PPC-1 cells + TRAIL, ATPLite viability luminescence | cell killing (% activity), % at 4 µM | hit rate 0.41% among 220,000 | AID 1443;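 active = cell killing above 50% in the first pass at 4 µM, then a duplicate retest at 5 µM averaging 50% or more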;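 note: plate controls were cells with TRAIL plus DMSO for no effect and medium-only wells lacking cells for full effect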
TNF death inh: blocks TNF-alpha induced death of Jurkat FADD-/- cells. activation (protection from cell death), % at 10 µM. Jurkat FADD-/- TNF necroptosis rescue, ATP luminescence, 24 h; 0 = TNF only, 100 = no-TNF cells. hit rate 0.068% among 220,000;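 active = activation, meaning protection from cell death, of at least 50% relative to plate controls; inactive = activation below 50%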;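 note: necroptosis triggered by 40 ng/mL TNF-alpha added together with compound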
EBV gp42 inh: inhibitors of Epstein-Barr virus glycoprotein 42 | Fluorescence polarization binding assay, mP read-out | AID 1085 | inhibition, % (tested at 21.74 µM) | hit rate 0.42% among 220,000; in the data active = inhibition above about 50%
Target sequence (Q1HVG2 whole entry, looked up): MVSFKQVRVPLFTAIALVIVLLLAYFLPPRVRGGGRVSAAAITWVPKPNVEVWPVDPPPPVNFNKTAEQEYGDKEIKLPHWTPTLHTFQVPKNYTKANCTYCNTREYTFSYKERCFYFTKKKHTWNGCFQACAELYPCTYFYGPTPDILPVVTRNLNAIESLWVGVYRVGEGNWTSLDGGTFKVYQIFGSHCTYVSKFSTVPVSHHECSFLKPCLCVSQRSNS
p47phox inh: blocks human p47phox regulatory protein of NADPH oxidases. P14598. p47phox/p22phox peptide binding, fluorescence polarization, 2 h. inhibition, % at 24.7 µM. hit rate 0.53% among 220,000. AID 1274;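 active = inhibition above about 30%, limit read from the data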;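 note: 0% = p47phox with labelled peptide and 100% = labelled peptide alone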
* hit, by the source's call; / = no result given.

SMILES	Runt-SMMHC FRET	TRPML3 ag	TRPN1 ag	MDM2 E3 inh	CHOP inhibitor	PPC-1+TRAIL kill	TNF death inh	EBV gp42 inh	p47phox inh
Cc1ccccc1N1C(=O)CC(=O)NC1=O	-1	0.5	0.2	-12	5	-5	1.2	-34	-10
Cc1ccc(N2C(=O)NC(=O)/C(=C\C=C\c3ccco3)C2=O)cc1	-34	1.6	3.4	/	106*	-4	-18	-154	-52
BrCC1C[n+]2c(SCc3ccccc3)nc3sc4c(c3c2O1)CCCC4 (stereo unspecified)	3	-0.1	-0.4	-14	-10	15	-2.3	-12	-27
Cc1ccc(N2C(=O)NC(=O)/C(=C/c3ccoc3)C2=O)cc1	-18	3.2	8.9	-8	-48	7	5.3	10	-45
COC(=O)C1C(OC(=O)c2ccccc2)CC2CCC1N2C (stereo unspecified)	0	1.0	1.3	-2	7	4	0.1	-7	-2
CCCCn1c(O)c(C(=O)/C=C/c2ccc3c(c2)OCO3)c(=O)[nH]c1=O	3	0.5	-0.8	-12	29	7	1.7	-31	-70
Cn1c2ccccc2c2c(C(=O)N3CCC4(CC3)OCCO4)cn(C3CCCCC3)c(=O)c21	0	1.1	2.4	-13	-67	-12	-4.2	-13	-10
Cc1ccc2c(c1)CC1(CN2C)C(=O)NC(=O)N(c2cc(C)ccc2C)C1=O (stereo unspecified)	12	-0.2	-0.1	-12	9	7	-0.9	-9	4
CC(=O)C1C2c3ccccc3O[C@@]1(C)N=c1s/c(=C/c3ccoc3)c(=O)n12 (stereo partly specified)	9	0.5	1.0	-8	4	18	1.3	3	-7
CCC(=NCC1CCCO1)c1c(O)n(-c2ccccc2C)c(=O)[nH]c1=O (stereo unspecified)	-4	0.3	0.2	-7	-14	21	1.0	-25	-6
CP(=O)(Nc1ccccc1)C(Cl)(Cl)Cl (stereo unspecified)	-5	0.2	0.9	-6	-10	17	1.5	0	-7
Cc1nn(CCC#N)c2c1P(=S)(N1CCCC1)OC(c1ccc(F)cc1)=N2 (stereo unspecified)	40	0.2	0.7	-17	15	-9	-3.2	1	-6
CN1C(=O)c2ccccc2NC(=O)[C@]12O[C@@H]2c1ccccc1	2	0.7	0.1	15	14	6	0.6	-5	-3
Cc1cccc(OP(=O)(Nc2cccnc2)Oc2cccc(C)c2)c1	3	-1.0	-1.3	-8	-12	18	2.0	-11	3
C(#CCN1CCCCC1)COCc1ccccc1	0	-0.1	0.4	7	16	1	2.0	-30	-3
O=C1NC(=O)N(c2ccccc2)C(=O)/C1=C/c1ccoc1	-144	1.7	3.6	-10	-13	3	0.0	-25	-15
CN1CCC(OC(=O)Cc2ccccc2)CC1	3	1.5	0.3	-6	2	25	0.1	-14	1
O=C(N/N=C/c1c(O)n(Cc2ccc(F)cc2)c(=O)[nH]c1=O)c1ccccc1	0	0.9	0.7	-8	-3	6	-1.5	-9	-17
O=C1NC(c2cccnc2)Nc2sc3c(c21)CCCC3 (stereo unspecified)	0	0.8	0.3	1	16	-13	-1.3	-9	-8
C/C(=N\N1CCN(C)CC1)c1c(O)[nH]c(=O)[nH]c1=O	-5	0.7	0.4	7	16	14	0.3	-18	-8
CCOC(=O)c1ccc(N=C(c2ccccc2)c2c(O)n(C)c(=O)n(C)c2=O)cc1	2	-0.1	1.0	-10	25	-9	-5.6	0	-1
CC(=NCc1ccco1)c1c(O)n(Cc2ccccc2)c(=O)[nH]c1=O	6	0.6	-0.1	-9	24	2	0.2	-13	-9
CC12CN3CN(C1)CC(c1ccccc1)(C3)C2=O	4	0.5	-0.4	-8	0	-8	-1.7	-7	-1
CCOCCCN=Cc1c(O)n(Cc2ccccc2)c(=O)[nH]c1=O	4	0.4	0.4	-12	37	-4	-2.6	-6	-13
O=P(/C(=N/O)N1CCOCC1)(N1CCOCC1)N1CCOCC1	0	0.4	-0.1	3	26	4	-2.4	-29	4
CN1CCN(C(=O)Cc2nc3ccccc3[nH]2)CC1	5	0.1	-0.2	-6	-8	30	-9.6	-9	-2
O=C(CCNS(=O)(=O)c1ccccc1)Nc1ccc(Cl)cc1C(=O)c1ccccc1	-6	-1.2	-2.3	-16	-12	15	-2.5	-7	-8
CCCCC(CC)COCCCN=Cc1c(O)[nH]c(=S)[nH]c1=O (stereo unspecified)	3	-0.7	-2.6	4	36	15	-24	-11	-90
O=C(O)COc1ccccc1/C=C1\C(=O)NC(=O)N(CCC2=CCCCC2)C1=O	2	0.7	4.1	-18	-8	-3	0.3	-19	-11
Cc1sc2ncn(CC(=O)N3CCC4(CC3)OCCO4)c(=O)c2c1C	0	0.3	-0.1	-3	37	3	1.1	-9	-10
CN1C(=O)N(C)C(=O)C(CCc2ccncc2)(CCc2ccncc2)C1=O	1	0.7	1.8	-1	14	12	-0.3	-5	-1
O=C(NC12CC3CC(CC(C3)C1)C2)OC1CN2CCC1CC2 (stereo unspecified)	1	1.4	1.1	-11	15	23	0.1	-15	-13
O=C(CN1CCCCC1)c1ccccc1Cl	-8	1.0	-0.7	-11	27	24	0.5	-7	-10
N#CCP(=S)(c1ccccc1)c1ccccc1	-7	0.1	-1.4	-3	23	14	1.3	-4	0
COc1cccc(CCNCc2ccc(SC)cc2)c1	2	0.0	1.4	-16	21	5	3.4	-4	1
CN1CCC(N(C)c2ncnc3ccc(Br)cc23)CC1	2	0.4	1.0	-1	13	23	2.9	-18	8
COc1cccc(NP(=O)(Oc2ccccc2)Oc2ccccc2)c1	2	-0.2	0.4	-15	16	10	-3.1	-1	-7
Cc1csc(=N)n1Cc1ccccc1	5	1.2	0.8	-4	6	0	2.9	-1	-18
Cc1ccc2c(c1)C1CN(C)CCC1N2C(=O)Cc1cccs1 (stereo unspecified)	1	1.1	0.8	-7	-11	2	2.9	-7	0
Cc1ccc2c(c1)C1CN(C)CCC1N2C(=O)c1cn(-c2ccccc2)nc1-c1ccccc1 (stereo unspecified)	3	2.8	3.2	-14	6	-5	-4.6	9	-12
Cc1ccc(CN2C(=O)CN=C(c3ccccc3)c3ccccc32)cc1	-7	0.4	-2.5	-8	23	11	0.7	-17	-1
O=C(c1cc(C(=O)NCc2ccccc2)c(=O)n(Cc2ccccc2)c1)c1cc(Br)ccc1O	4	0.5	1.1	6	-6	4	2.4	-36	-68
CCN1CCN(c2ccc([N+](=O)[O-])cc2C#N)CC1	-1	1.2	0.9	-11	8	-13	0.4	-5	-18
O=C(c1ccc2c3c(cccc13)CC2)C1CCCN(Cc2ncc[nH]2)C1 (stereo unspecified)	2	0.3	0.4	9	37	7	4.0	-11	-26
Cc1nn(C2CCOC(C)(C)C2)c2c1C(c1ccc3c(c1)OCO3)SCC(=O)N2 (stereo unspecified)	-4	-0.2	0.1	-12	31	6	-0.6	0	-13
Cc1cc(C=C2C(=O)NC(=O)NC2=O)c(C)n1-c1cccnc1	-2	0.8	2.1	/	3	0	0.1	0	-14
CC(C)C(=O)N1CCN(CCN=Cc2c(O)n(C)c(=O)n(C)c2=O)CC1	4	0.9	1.6	-4	0	-30	0.9	-13	1
COc1cc(C(c2c(O)c3ccccc3oc2=O)c2c(C)n(C)n(-c3ccccc3)c2=O)ccc1O (stereo unspecified)	0	0.1	1.7	4	9	20	2.0	-10	-1
CCOC(=O)c1c(N)n(Cc2ccco2)c2nc3ccccc3nc12	70*	15*	4.3	8	35	-10	-5.7	6	-3
CCOc1ccc2oc(C(=O)NN3C(C)CCCC3C)c(C)c2c1 (stereo unspecified)	-2	0.3	-1.1	-17	5	10	1.0	-13	-9
O=C1NC(=O)C(CCc2ccncc2)(CCc2ccncc2)C(=O)N1Cc1ccccc1	-1	0.8	1.5	-2	-6	-1	-0.5	4	-12
CCn1c(=O)cc(SCC(=O)N2CCC3(CC2)OCCO3)c2ccccc21	-1	-0.1	1.2	-19	-30	1	-3.5	-10	1
O=C(O)CCn1cc(C=C2C(=O)NC(=S)NC2=O)c(-c2ccccc2)n1	33	0.1	0.1	/	5	17	0.0	-3	-18
COC12C(COC(N)=O)C3=C(C(=O)C(C)=C(N)C3=O)N1CC1C2N1C (stereo unspecified)	2	-0.1	-0.4	-4	10	1	-23	0	-8
CC(C)(C)c1ccc(CN2C(=O)CN=C(c3ccccc3)c3ccccc32)cc1	-5	6.9	-1.2	-29	65	4	-6.6	-11	-4
COc1ccc(C(C)=O)cc1CC(C(=O)c1ccc(Br)cc1)N(C)C (stereo unspecified)	0	-0.2	-2.2	/	-19	23	1.5	-3	2
Cc1ccc2nc(-c3ccncc3)cc(C(=O)N3CCC4(CC3)OCCO4)c2c1	-6	1.6	3.1	-11	-11	50	-4.7	7	-10
CNC(=O)OCCc1nccn1C	0	0.4	1.7	4	-27	12	1.8	-8	-16
O=C(C1CC(=O)N(C2CCCCC2)C1)N1CCC2(CC1)OCCO2 (stereo unspecified)	-2	0.8	-0.7	-2	12	10	0.3	-17	-9
COc1c(C)cc(C(=O)C2CCCN(C3CCOCC3)C2)cc1C (stereo unspecified)	-3	0.2	1.4	-12	8	26	-0.3	-3	-3

The list goes on; the last 4 above are carried over.
SMILES	Runt-SMMHC FRET	TRPML3 ag	TRPN1 ag	MDM2 E3 inh	CHOP inhibitor	PPC-1+TRAIL kill	TNF death inh	EBV gp42 inh	p47phox inh
Cc1ccc2nc(-c3ccncc3)cc(C(=O)N3CCC4(CC3)OCCO4)c2c1	-6	1.6	3.1	-11	-11	50	-4.7	7	-10
CNC(=O)OCCc1nccn1C	0	0.4	1.7	4	-27	12	1.8	-8	-16
O=C(C1CC(=O)N(C2CCCCC2)C1)N1CCC2(CC1)OCCO2 (stereo unspecified)	-2	0.8	-0.7	-2	12	10	0.3	-17	-9
COc1c(C)cc(C(=O)C2CCCN(C3CCOCC3)C2)cc1C (stereo unspecified)	-3	0.2	1.4	-12	8	26	-0.3	-3	-3
OC(C#CCN1CCOCC1)(c1ccccc1)C1CCCC1 (stereo unspecified)	4	0.2	0.3	-8	33	17	-2.0	-6	1
CNC(=O)Oc1cccc(-c2cn3cc(Cl)ccc3n2)c1	-1	0.3	-0.3	-43	2	86*	-0.2	-11	2
COc1ccc(C(=O)C2CN(C)CC2c2ccc(Cl)cc2)cc1 (stereo unspecified)	3	1.2	0.5	-12	17	3	3.4	-11	-12
CCC(CC)N1CCN(C(=O)Cc2ccccc2)CC1	0	-0.3	2.1	4	6	-10	-0.8	3	4

This is a subset, so the mix of outcomes need not match the whole.
